SIAE inh: inhibitors of human sialic acid acetylesterase SIAE | inhibition, % at 9.66 µM | actives 0.69% (n = 370,000) | SIAE FP-Rh probe binding, fluorescence polarization | Q9HAT2;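 active = inhibition above a cutoff: mean of compounds within the control limits plus 3 SD of those, cut at about 17% in these data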;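 note: 0% = plate median of compound wells and 100% = probe without SIAE protein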
UHRF1 binding: blocks human UHRF1 binding to methylated DNA. UHRF1 binding to methylated oligo, TR-FRET. inhibition, % at 4.4 µM. actives 0.75% (n = 370,000). AID 687016; in the data active = inhibition above about 21%;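 note: UHRF1 SRA domain binding a hemimethylated CpG hairpin DNA probe; 0% = median of test compound wells and 100% = reference inhibitor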
MBD2 DNA inh: inhibitors of human MBD2 binding to methylated oligonucleotide; inhibition, % at 4.4 µM; Q9UBB5; TR-FRET; actives 0.31% (n = 370,000); in the data active = inhibition above about 13%
proKLK7 act: proKLK7 (human) activation, primary screen; activation, % at 7 µM; actives 0.9% (n = 370,000); purified proKLK7, EDANS-DABCYL substrate fluorescence; 100% is mature enzyme control, 0% vehicle; P49862; AID 652039;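 active = activation above the mean of all tested compounds plus 3 SD, computed per campaign excluding outliers beyond control limits, cut at about 13% in these data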
Target sequence (P49862 whole entry, looked up): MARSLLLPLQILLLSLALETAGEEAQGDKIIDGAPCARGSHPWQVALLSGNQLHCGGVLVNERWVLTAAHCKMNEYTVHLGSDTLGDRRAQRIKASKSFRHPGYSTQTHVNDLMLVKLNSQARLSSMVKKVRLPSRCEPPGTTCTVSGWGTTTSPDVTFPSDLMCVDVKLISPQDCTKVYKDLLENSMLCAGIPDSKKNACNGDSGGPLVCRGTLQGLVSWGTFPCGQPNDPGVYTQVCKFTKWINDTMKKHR
DDE Tn6 FP inh: inhibitors of Tn6 peptide binding to human fibrin DD(E); P02675; Fibrin DD(E) TRITC-Tn6 fluorescence polarization displacement; inhibition, % at 8.3 µM; actives 0.21% (n = 370,000); AID 720509;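 active = inhibition above a per-campaign cutoff: mean of compounds within control limits plus 3 SD, cut at about 15% in these data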;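 note: 0% = median of all compound wells on the plate and 100% = blocking peptide control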
Target sequence (P02675 whole entry, looked up): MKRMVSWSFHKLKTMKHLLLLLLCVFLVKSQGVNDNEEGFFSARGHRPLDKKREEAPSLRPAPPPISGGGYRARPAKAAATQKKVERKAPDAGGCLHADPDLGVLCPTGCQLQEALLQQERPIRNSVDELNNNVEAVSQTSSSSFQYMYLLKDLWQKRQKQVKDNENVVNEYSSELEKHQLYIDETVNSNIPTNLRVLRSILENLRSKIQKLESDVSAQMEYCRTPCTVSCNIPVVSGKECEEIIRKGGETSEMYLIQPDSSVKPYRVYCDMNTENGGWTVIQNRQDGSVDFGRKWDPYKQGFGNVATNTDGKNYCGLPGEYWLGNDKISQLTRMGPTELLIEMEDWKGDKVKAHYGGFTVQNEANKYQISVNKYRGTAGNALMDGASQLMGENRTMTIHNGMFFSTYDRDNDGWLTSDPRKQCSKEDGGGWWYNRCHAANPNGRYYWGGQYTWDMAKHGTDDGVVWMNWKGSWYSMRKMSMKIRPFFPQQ
TDP2 absorb: blocks human TDP2 phosphodiesterase activity; O95551; recombinant TDP2, T5PNP hydrolysis, p-nitrophenol absorbance 415 nm; inhibition, % at 12.8 µM; actives 0.34% (n = 370,000); AID 720702;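 active = inhibition above the mean of all tested compounds plus 3 SD, set per campaign, cut at about 25% in these data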;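 note: 0% = DMSO with enzyme and 100% = buffer with substrate but no TDP2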
Target sequence (O95551 whole entry, looked up): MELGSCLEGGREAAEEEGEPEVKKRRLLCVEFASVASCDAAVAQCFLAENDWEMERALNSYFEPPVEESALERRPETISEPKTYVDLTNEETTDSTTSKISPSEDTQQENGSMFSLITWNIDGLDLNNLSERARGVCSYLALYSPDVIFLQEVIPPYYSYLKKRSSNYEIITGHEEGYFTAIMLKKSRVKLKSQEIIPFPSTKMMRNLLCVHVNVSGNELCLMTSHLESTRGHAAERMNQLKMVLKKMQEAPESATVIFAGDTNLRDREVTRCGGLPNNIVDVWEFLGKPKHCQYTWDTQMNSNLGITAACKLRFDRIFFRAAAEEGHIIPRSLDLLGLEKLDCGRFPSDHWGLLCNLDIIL
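Read-out basis: percent inhibition. System: recombinant human TDP2. Buffer or medium: Mg2+-containing Tris-HCl buffer, pH 7.5. Repeats: single replicate. Timing: reaction 2 h, 37 °C. Benchmarks: high control without enzyme, low control DMSO plus TDP2. Probe or stimulus: 5 mM T5PNP. Doses: 12.8 µM only. Measured by: epi absorbance of p-nitrophenol freed from T5PNP by hydrolysis.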
PRMT1 inh: blocks human protein arginine methyltransferase 1 | recombinant PRMT1, activity-based probe fluorescence polarization | inhibition, % at 2.79 µM | actives 1.3% (n = 370,000) | AID 652257;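 active = inhibition above about 21% made by adding two undisclosed values, limit read from the data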
DDE Tn7 FP inh: inhibitors of Tn7 peptide binding to human fibrin DD(E) | P02675 | FP displacement of FITC-Tn7 peptide from fibrin DD(E); 0% = median of compound wells per plate | inhibition, % at 8.3 µM | actives 0.13% (n = 370,000) | AID 720508;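 active = inhibition above the mean of compounds falling within the control limits plus 3 SD of them, cut at about 14% in these data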;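 note: 0% = plate median of compound wells and 100% = 10 µM Aha-Tn7 peptide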
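Test system – human fibrin DD(E) · Times – 10 min preincubation, 3 h with tracer, room temperature · Detection – fluorescence polarization of the labelled Tn7 tracer · Measure – percent inhibition normalized to high-control wells · Benchmarks – high control wells with 10 µM unlabelled Aha-Tn7 peptide (full inhibition) · Repeats – singlicate testing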
LEDGF integ inh: blocks HIV-1 LEDGF/p75-dependent DNA integration. TR-FRET IN-LEDGF/p75 DNA integration, Eu/Cy5. inhibition, % at 3.7 µM. actives 0.64% (n = 370,000);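 active = inhibition above the screen-wide mean plus 3 SD, cut at about 13% in these data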;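 note: signal is the Cy5 over europium emission ratio at 671 and 618 nm; 0% = plate median of compound wells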
TCR CD3 inh: blocks the human TCR-CD3 interaction; inhibition, % at 9.4 µM; TAMRA-labeled TCR probe fluorescence, biochemical; actives 0.37% (n = 360,000); in the data active = inhibition above about 19%;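 note: recombinant mutant TCR 2C K166C tagged with TAMRA read by polarization; 0% = receptor in buffer alone and 100% = receptor with positive control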
* marks the source's active call; other numbers are inactive results; . = not tested or not shown.

no.	Molecule	DDE Tn6 FP inh	TDP2 absorb	MBD2 DNA inh	DDE Tn7 FP inh	proKLK7 act	LEDGF integ inh	UHRF1 binding	PRMT1 inh	TCR CD3 inh	SIAE inh
1	CCOC(=O)Cn1nc(C)c(NC(=O)CCc2ccccc2)c1C	0	-7	0	4	-0.3	0	-2	1	-1	0
2	O=[N+]([O-])c1ccc(F)cc1OCc1nc(-c2cccs2)no1	7	-4	3	1	-0.2	-2	3	2	-1	-3
3	CC1CCN(c2cc(=O)n(C3CCCCC3)c(=O)[nH]2)CC1	9	4	1	9	-0.6	-4	1	4	-9	-3
4	O=C(Cc1ccc(F)cc1)NC1CCCCCC1	7	-2	-3	1	-0.2	6	-3	-2	12	3
5	COc1ccc(Cl)cc1Cn1c(C)c(C(=O)NCc2ccc(C#N)cc2)sc1=O	1	2	-4	-7	0.0	-2	0	0	13	-2
6	COc1c(Cl)ccc(Cl)c1C(=O)NC(=O)Nc1nc(C)cc(C)n1	6	-3	-1	3	-0.1	-1	0	0	-4	-3
7	Cc1ccc(C)c(N2CCN(C(=O)c3cc(S(=O)(=O)N4CCOCC4)ccc3F)CC2)c1	2	2	6	3	0.1	-3	2	2	-7	1
8	COC(=O)c1sc(NC(=S)NC(=O)c2ccccc2F)nc1C	-6	-8	1	-4	-0.3	-1	2	-3	5	-4

Quoted from the listing.
MBD2 DNA inh with COC(=O)c1sc(NC(=S)NC(=O)c2ccccc2F)nc1C → 1
proKLK7 act with COc1ccc(Cl)cc1Cn1c(C)c(C(=O)NCc2ccc(C#N)cc2)sc1=O → 0.0

The results go on.
no.	Molecule	DDE Tn6 FP inh	TDP2 absorb	MBD2 DNA inh	DDE Tn7 FP inh	proKLK7 act	LEDGF integ inh	UHRF1 binding	PRMT1 inh	TCR CD3 inh	SIAE inh
9	Fc1ccc(-c2csc3ncnc(N4CCc5ccccc5C4)c23)cc1	-10	-5	-2	-7	0.1	-1	-2	0	1	-6
10	COc1ccc(CNCCc2ccc([N+](=O)[O-])cc2)c(OC)c1OC	9	10	1	-12	-0.8	3	2	-5	3	2
11	CCCCCC(=O)Nc1nc(C)c(-c2csc(Nc3ccccc3OC)n2)s1	-10	6	-2	-1	-0.6	0	0	1	0	3
12	Cc1ccccc1-n1c(SCC(=O)N/N=C/c2ccccc2OCC(=O)O)nc2ccccc2c1=O	-2	-1	-3	2	1.3	8	-4	-1	-2	-2
13	CN(C(=O)CSc1nnc(Cc2cccc3ccccc23)n1N)C1CCS(=O)(=O)C1 (stereo not drawn)	1	7	0	1	-0.2	-3	0	0	-2	3
14	Cc1ccc(C(=O)N2CCN(c3ccccc3)CC2)cc1S(=O)(=O)N1CCCC1	2	1	-1	1	-0.4	1	-3	-4	-3	-2
15	O=C(O)c1ccc(Cn2cc(C(F)(F)F)ccc2=O)cc1	8	-5	5	3	0.7	-3	5	3	-9	-2
16	COc1ccc(Cl)cc1C(=O)NN=C1CCCC1	1	-6	-1	-2	0.9	-4	3	2	-6	2
17	Cn1c(SCc2c(F)cccc2Cl)nnc1-c1cccs1	0	1	0	-3	-0.3	0	-1	-3	6	1
18	CC(=O)Oc1ccc(C(=O)Nc2cc(C)on2)cc1	4	2	-2	0	0.1	-1	3	1	5	4
19	COc1ccc(-c2nc(-c3cccs3)c(-c3cccs3)[nH]2)cc1O	-8	-2	-3	-3	-0.8	3	9	-2	7	15
20	CCOc1cc(CNCCc2ccc(S(N)(=O)=O)cc2)ccc1OCc1ccc(Cl)cc1	-1	-14	3	-4	0.0	-3	7	1	1	-1
21	CC(C)CCN1CCN(Cc2nc(-c3ccc(F)cc3)cs2)CC1CCO (stereo not drawn)	-6	1	5	6	-0.3	-3	1	1	-8	-8
22	CNc1cccc(-c2cccc(C(=O)N3CCOCC3)c2)n1	2	4	1	3	0.6	1	1	-1	3	-1
23	CN(C)S(=O)(=O)c1ccc(NC(=O)CN2C(=O)NC(Cc3ccccc3)C2=O)cc1 (stereo not drawn)	3	-6	3	-8	0.3	3	-1	-5	3	-4
24	CC(CN1C(C)CCCC1C)OC(=O)c1cccc(F)c1 (stereo not drawn)	-4	9	2	-6	-0.1	-5	0	3	-5	5
25	CCCOc1ccc(Br)cc1/C=N/NC(=O)c1cc(OC)c(OC)c(OC)c1	-1	4	-2	5	0.1	-3	4	5	2	-7
26	NS(=O)(=O)c1ccc(-c2ccc(/C=C3\C(=O)Nc4cc(Cl)ccc43)o2)cc1	-3	-9	1	5	-0.8	1	13	15	0	-1
27	CC(C(=O)N1CCN(Cc2ccc3c(c2)OCO3)CC1)c1ccc([N+](=O)[O-])cc1 (stereo not drawn)	0	2	2	3	0.4	-2	-1	1	3	-1
28	O=S1(=O)N[C@@H](Cc2ccccc2)COc2cc(N3CCC[C@H]3CO)ccc21	1	7	-2	-1	0.5	-2	1	-1	11	-1
29	CCCc1cc(C(=O)N2CCN(S(=O)(=O)c3ccc(OC)c(OC)c3)CC2)cs1	4	6	-2	2	0.3	-2	-1	-2	-3	4
30	COc1cc(S(=O)(=O)N(Cc2ccc(C)cc2)Cc2ccco2)ccc1-n1cnnn1	7	2	0	4	-0.2	0	0	0	4	2
31	C=CCCC(=O)N[C@H]1CC[C@@]23CCCN2C(=O)CCC[C@H]3[C@H]1C	-3	1	3	-4	.	-2	-1	-3	.	12
32	COCCCN1C(=O)C(=O)/C(=C(/O)c2ccccc2)C1c1ccc2c(c1)OCO2 (stereo not drawn)	9	-8	0	-2	-0.2	30*	-6	-2	-9	1
33	CCCc1nn2c(-c3ccccc3)nnc2o1	-4	1	4	-5	0.4	3	-3	-2	2	2
34	O=C(Nc1cc(C(=O)N2CCOCC2)cc(C(=O)N2CCOCC2)c1)c1cc(F)c(F)cc1Cl	5	6	-2	0	0.1	-3	-1	0	6	-2
35	O=C(CCn1cnnn1)Nc1ccc(F)cc1	-2	-3	3	-2	-0.7	5	-4	0	4	4
36	Cc1ccc2nc(NC(=O)c3ccc(Cl)s3)sc2c1	0	-2	-1	-6	-0.2	-5	1	4	-8	-6
37	COCCn1c(C)cc(/C=C2/NC(=O)N(c3cccc(Cl)c3)C2=O)c1C	-4	-10	3	0	-0.6	0	3	2	1	6
38	O=C(COC(=O)CC1CCCC1)Nc1ccc(Br)cc1F	1	-9	-2	3	-0.5	-5	0	1	1	-4
39	CC(C)C(=O)Nc1cccc(C(=O)N2CCCCC2C)c1 (stereo not drawn)	2	1	-4	5	-0.8	-4	-2	-1	3	-4
40	CCc1ccccc1NC(=O)Cn1nnc(-c2cccs2)n1	-5	4	5	0	0.2	-7	2	3	-6	-10
41	CN(c1ccccc1)S(=O)(=O)c1ccc(NC(=O)C2CC2)cc1	-1	-10	-2	-5	0.4	4	2	-4	-2	0
42	N#Cc1ccc(Cl)cc1NC(=O)CN1C(=O)C(=O)N(CCC2=CCCCC2)C1=O	-3	1	4	4	-0.4	-2	1	5	0	0
43	O=C(CCCN1C(=O)/C(=C\c2cccs2)SC1=S)Nc1cccc(C(=O)O)c1	4	-12	-5	4	-0.4	-1	-1	-3	3	1
44	CCOC(=O)C1=C(COC(=O)CNC(=O)c2cc(OC)c(OC)c(OC)c2)NC(=O)NC1C (stereo not drawn)	9	-1	1	7	-0.1	-5	-2	10	-2	4
45	COCCNC(=O)NC(=O)COC(=O)C12CC3CC(CC(NC(C)=O)(C3)C1)C2	1	-3	-3	2	-0.2	1	1	-2	-6	0
46	CCC1CCC(N2CCN(c3ccccc3F)CC2)CC1 (stereo not drawn)	2	7	0	1	0.3	1	5	2	-10	3
47	C(=N\N=C\c1cccs1)/c1cccs1	0	-3	1	-7	-1.0	-12	2	7	0	-7
48	CC12CC3CC(C)(C1)CC(C(=O)NC1=NCCS1)(C3)C2	8	-8	3	1	0.2	0	-1	0	-2	-8
49	O=S(=O)(c1ccc2c(c1)OCCO2)N1CCN(c2cccc(Cl)c2)CC1	-6	-8	-5	-2	0.3	1	4	-2	5	-10
50	O=C1c2[nH]c3ccccc3c2CC1N1C(=O)c2ccccc2C1=O (stereo not drawn)	11	-7	-1	-9	30*	-2	0	0	-2	-10
51	CCOc1ccc(-c2noc(COC)n2)cc1OC	0	-3	7	5	-0.7	3	3	4	-9	3
52	CC(C)CN1C(=O)[C@]2(CC(=O)N(C)C2c2ccccc2)c2cc(-n3cc(CCc4ccccc4)nn3)ccc21 (stereo partly drawn)	-6	-3	-3	-1	0.0	-2	0	-1	.	9
53	COc1ccc(OC)c(NC(=O)CSc2nc(-c3ccccc3)cc(=O)[nH]2)c1	0	-9	1	-4	0.4	3	1	0	8	-5
54	CCn1nnnc1SCC(=O)c1ccc2c(c1)OCCO2	3	6	2	-2	-0.7	-3	-2	0	2	11
55	COc1ccc(NC(=O)CC2SC(=Nc3ccccc3)NC2=O)cc1 (stereo not drawn)	-1	4	2	-1	0.6	-1	3	2	-10	-8
56	CC(C)Oc1ccc(C(CC(=O)O)NC(=O)C2CCCCC2)cc1 (stereo not drawn)	-9	-4	-3	2	-0.6	3	0	2	-5	-6
57	O=C(CC1C(=O)NCCN1Cc1ccc(-c2ccccc2)cc1)NCCCn1ccnc1 (stereo not drawn)	1	-1	-8	-5	0.0	0	-1	-1	15	3
58	NC(N)=NC(=S)Nc1ccc(Cl)cc1	3	-7	5	4	0.0	-4	0	3	-7	1
59	O=C(N/N=C/c1ccccn1)c1cc(-c2ccncc2)nc2ccccc12	1	2	-7	4	-0.1	-4	-1	2	-9	3
60	COc1ccc(C)cc1NC(=O)CN1CCN(c2ccccn2)CC1	7	-24	-6	-9	0.6	5	-3	-4	0	2
61	CCn1c(C)nc2cc(C(=O)N/N=C/c3ccc(OC)cc3)ccc21	6	-4	-4	2	-0.2	-7	-1	4	0	-4
62	COc1ccc2c(c1)CCCC21NC(=O)N(CC(N)=O)C1=O (stereo not drawn)	-4	-5	-4	-2	-0.5	2	-1	4	6	0
63	O=C(Nc1ccnn1C1CCN(C(=O)c2cccc(Cl)c2)CC1)C1CCOC1 (stereo not drawn)	1	-2	3	-4	-0.4	1	3	0	-4	9
64	CN(C)S(=O)(=O)c1cccc(NC(=O)c2ccncc2)c1	-2	-10	-6	8	-0.3	4	-3	0	1	10

Next records follow:
no.	Molecule	DDE Tn6 FP inh	TDP2 absorb	MBD2 DNA inh	DDE Tn7 FP inh	proKLK7 act	LEDGF integ inh	UHRF1 binding	PRMT1 inh	TCR CD3 inh	SIAE inh
65	CCN(C[C@H]1N[C@@](Cc2ccccc2)(C(=O)OC)[C@H]2C(=O)N(Cc3ccccc3)C(=O)[C@@H]12)S(=O)(=O)c1ccc(OC(F)(F)F)cc1	-3	9	2	7	0.5	-2	0	5	1	-7
66	CC1CC(=O)N(CC(=O)Nc2ccccc2F)c2ccccc2S1(=O)=O (stereo not drawn)	-6	-3	-4	-2	0.4	3	0	-2	5	7
67	N#C/C(=C\c1ccc(O)c(O)c1)C(=O)NCCc1ccccc1	-2	-5	-1	4	1.8	-9	1	12	8	15
68	Cc1cc(NC(=O)c2ccc(Cn3nc(C)c(Br)c3C)o2)no1	1	6	2	1	0.1	0	0	0	0	10

Screening results deposited in PubChem by The Scripps Research Institute Molecular Screening Center.
